ROC1-CUL1 inh: human ROC1-CUL1 E3 ligase inhibition; P62877+Q13616; in vitro K48 di-Ub FRET, acceptor:donor ratio, 45 min; inhibition, % at 10 µM; actives 0.6% (n = 140,000); in the data active means inhibition above about 25%
Target sequence (P62877 whole entry, looked up): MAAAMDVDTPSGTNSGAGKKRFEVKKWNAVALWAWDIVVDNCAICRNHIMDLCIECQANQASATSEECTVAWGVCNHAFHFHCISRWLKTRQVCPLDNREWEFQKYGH
Target sequence (Q13616 whole entry, looked up): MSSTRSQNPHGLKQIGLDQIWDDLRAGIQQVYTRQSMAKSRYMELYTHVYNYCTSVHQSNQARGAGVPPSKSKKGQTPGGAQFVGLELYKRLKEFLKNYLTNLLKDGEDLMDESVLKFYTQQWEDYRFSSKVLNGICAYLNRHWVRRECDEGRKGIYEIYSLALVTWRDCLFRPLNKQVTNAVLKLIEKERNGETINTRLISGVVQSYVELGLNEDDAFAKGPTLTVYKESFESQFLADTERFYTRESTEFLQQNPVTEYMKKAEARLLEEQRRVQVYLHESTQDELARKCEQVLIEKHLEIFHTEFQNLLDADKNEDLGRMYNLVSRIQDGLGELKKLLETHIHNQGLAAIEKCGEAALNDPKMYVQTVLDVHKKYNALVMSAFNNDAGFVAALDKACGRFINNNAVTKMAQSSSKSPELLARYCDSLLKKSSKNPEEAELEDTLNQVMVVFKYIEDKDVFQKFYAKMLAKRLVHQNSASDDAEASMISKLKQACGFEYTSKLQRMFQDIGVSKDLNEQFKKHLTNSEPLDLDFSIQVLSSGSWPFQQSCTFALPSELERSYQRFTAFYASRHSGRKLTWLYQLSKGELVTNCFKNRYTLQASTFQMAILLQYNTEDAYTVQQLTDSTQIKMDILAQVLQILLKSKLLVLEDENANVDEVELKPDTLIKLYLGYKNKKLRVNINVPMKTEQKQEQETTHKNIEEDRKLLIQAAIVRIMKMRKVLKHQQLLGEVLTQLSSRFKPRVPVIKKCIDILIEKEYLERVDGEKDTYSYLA
An asterisk follows results filed as active.

SMILES	ROC1-CUL1 inh
N#Cc1c(-c2ccccc2)cc(-c2ccc(F)cc2)nc1SCC(=O)NC12CC3CC(CC(C3)C1)C2	1.7
c1ccc2c(CSc3ncn[nH]3)cccc2c1	1.5
C=CCOn1c(=O)c(=O)n(OCc2ccccc2)c2ccccc21	4.3
Cc1ccc(NC(=O)Cn2c(=O)oc3cc(S(=O)(=O)NCc4ccccc4)ccc32)cc1	-0.8
COc1ccc2nc(Sc3cc(C(F)(F)F)ccc3[N+](=O)[O-])[nH]c2c1	5.6
COc1ccc(-c2ccc3c(N)c(C(=O)Nc4ccc(Cl)cc4)sc3n2)cc1	4.5
C=CCn1c(COc2ccccc2C)n[nH]c1=S	12.2
S=c1[nH]nc(-c2ccc(Cl)cc2Cl)n1C1CCCCC1	1.8
O=C1OC(=O)C2C(c3ccccc3)=C(c3ccccc3)C(c3ccccc3)=C(c3ccccc3)C12 (stereo not given)	13.0
CCO[C@H]1[C@H](NC(=O)c2cccnc2)c2ccccc2C12CCN(C(=O)Cc1nonc1C)CC2	-0.8
O=C(NC(Nc1nc2c(s1)CCCC2)(C(F)(F)F)C(F)(F)F)c1ccccc1F	-4.9
COc1ccc(C(=O)c2cc3ccccc3cc2O)cc1	-1.6
CNC(=O)c1ccc(OCC2CCCO2)c(Br)c1 (stereo not given)	0.8
CCOC(=O)c1c(-c2cccs2)csc1NC(=O)CSc1cc(C)c2ccccc2n1	-1.5
C=CCOc1c(Cl)cc(CNn2nnnc2N)cc1OC	4.4
O=C(CSc1nc2sc3c(c2c(=O)[nH]1)CCCC3)Nc1nccs1	-3.5
Cn1cnc([N+](=O)[O-])c1S(=O)(=O)c1cccc(C(F)(F)F)c1	1.6
CC(C)Oc1ccc(C(=O)N2CCCC2)cc1	4.0
O=S(=O)(c1ccccc1)N1N=C(c2ccccc2)CC1c1ccccc1 (stereo not given)	7.9
COc1ccc(Nc2sc(C(=O)C34CC5CC(CC(C5)C3)C4)c(N)c2C#N)cc1	0.1
CCOc1cc(C)c(C(C)C)cc1S(=O)(=O)n1c([N+](=O)[O-])cnc1C	2.4
Cc1ccc(C(C(=O)NC2CCCCC2)N(C)Cc2ccccc2)cc1 (stereo not given)	-0.6
Cc1ccc(Cl)cc1N1CCN(C(=O)c2cc3c(=O)oc4ccccc4c3s2)CC1	1.2
COc1ccc(/C=N\N=C2C=NNC(=O)C2Cl)cc1OC (stereo not given)	2.8
Cc1ccc2c(Cl)c(C(=O)NC3CC3)sc2c1	14.8
CCn1nnnc1NCc1ccc(Cl)c(Cl)c1	1.9
COc1cccc(Cc2nc3ccccc3nc2SCC(=O)Nc2cccc(C)c2)c1	-2.6
CCS(=O)(=O)c1ncc(CN2CCSCC2)n1CCc1ccccc1	1.2
Cc1cccc(Cc2c(C)nc(N3CCN(Cc4ccccc4)CC3)[nH]c2=O)c1	6.0
COc1ccccc1OC(C)C(=O)c1ccc(Cl)cc1 (stereo not given)	-3.0
O=C(CCc1ccccc1)NC1CCCCCC1	2.5
CCOC(=O)N(CCOc1cnn(-c2ccccc2)c(=O)c1)C(=O)OCC	15.5
CC1(C)C(n2oc(=O)n(-c3ccccc3)c2=O)SC(=S)N1c1ccccc1 (stereo not given)	5.3
Cc1cccn2cc(-c3ccc(NS(=O)(=O)c4ccccc4)cc3)nc12	-1.3
CCOc1ccc(NC(=O)CC2C(=O)N(c3ccccc3)C(=O)N2CCc2sccc2C)cc1 (stereo not given)	-10.1
Cc1cccc2c(C(=O)O)cc(-c3ccc(Cl)c(Cl)c3Cl)nc12	-10.9
N#CC1(C#N)OC(C#N)(C#N)C2c3ccccc3SC21 (stereo not given)	7.8
O=C(Cn1ccc(-c2cccc(-c3ccccn3)c2)n1)NCc1ccco1	0.9
Cn1ccnc1CNc1nncc(-c2ccc(C(F)(F)F)cc2)n1	5.6
CNC(=O)c1ccccc1OCCOc1ccccc1	-2.6
N#Cc1c(-c2ccco2)cc(-c2cccs2)nc1OCC(N)=O	13.9
Cc1c(N(Cc2ccccc2)S(C)(=O)=O)c(=O)n(-c2ccccc2)n1C	0.9
CCCCSC1=C(C#N)C(=O)NC(c2ccc(N(C)C)cc2)S1 (stereo not given)	0.0
CC(C)(C)OC(=O)NC1(C(Cl)(Cl)Cl)Oc2ccccc2O1	5.7
Cc1ccc(CNC(=O)CN2C(=O)CSc3c2c(C)nn3-c2ccccc2)cc1	-7.5
COC(=O)c1ccccc1N(C)S(=O)(=O)c1cc2c3c(c1)CC(=O)N3CCC2	-8.7
N#Cc1c(-c2ccc(-c3ccccc3)cc2)csc1N	-0.5
O=C(Nc1ccccc1C(=O)O)c1ccc(NC(=O)C2CC2)cc1	3.1
COC(=O)c1ccccc1NC(=O)c1cccc(COc2ccccc2Cl)c1	10.6
O=C1NC(=S)N=C1Cc1cccn1-c1ccc(Cl)cc1	-4.1
CC(C)CCCC(C)C1CCC2C3CC=C4CC(OC(=O)CCBr)CCC4(C)C3CCC12C (stereo not given)	2.1
CN(C)c1cc([N+](=O)[O-])ccc1C(C)(C)C	-1.5
COc1ccc(OC)c(NC(=O)CSc2nnc(COc3ccc(Cl)cc3)o2)c1	-7.3
CC(C)C(NC(=O)c1ccccn1)c1nnc2n1CCN(C(=O)CCC(F)(F)F)CC2 (stereo not given)	3.6
CCC(C)NC(=O)CCSc1ccc(C)cc1 (stereo not given)	-7.8
CCc1cccc(NC(=O)c2cc3c(=O)n(Cc4ccccc4)ccc3nc2C)c1	-1.2
CC1CCN(S(=O)(=O)c2ccc(NC(=O)C3CCC3)cc2)CC1	-2.1
COCC(=O)Nc1c(C)cc(C)cc1C	-3.3
O=C(COc1ccc(Br)cc1)NNc1ccc([N+](=O)[O-])cc1[N+](=O)[O-]	-3.4
CCSc1nc2sc(C)c(C)c2c(=O)[nH]1	-6.7

(next part)
SMILES	ROC1-CUL1 inh
COc1cc(C)c2c(=O)c(Oc3ccccc3)c(C(F)(F)F)oc2c1	3.9
CCCCN(CCCC)c1nc(Nc2ccc(OC(F)(F)Cl)cc2)nc(OCC)n1	-4.3
Cc1nc2ccc(S(=O)(=O)CCC(=O)Nc3ccc(Cl)cc3)cc2s1	2.2
O=S(=O)(c1ccc(Cl)c2ccccc12)n1cccn1	5.3
O=C(c1ccc(Cl)cc1)c1c(-c2ccccc2)cc(-c2ccc(Cl)cc2)n(-c2ccc(Cl)cc2)c1=S	-6.5
NC(=O)c1cccnc1Sc1nc2ccccc2s1	-4.4
COc1ccc(-c2nc(NC(=O)CSC(=S)N3CCOCC3)sc2C)cc1	-2.0
CCOC(=O)c1cnc2ccc(Br)cc2c1NCCN1CCOCC1	-0.3
CCN(C(=O)C1CCN(S(=O)(=O)c2cc(Br)cc3c2N(C(C)=O)CC3)CC1)c1cccc(C)c1	5.2
Cc1ccccc1-c1nn2c(=O)cc(CN3CCN(C(=O)c4ccccc4Br)CC3)nc2s1	-9.6
Cc1cc2nc(-c3ccccn3)cc(C(F)(F)F)n2n1	4.3
O=C(Nc1nc(-c2ccc3ccccc3c2)cs1)c1cc([N+](=O)[O-])ccc1Cl	-17.1
CCCN1CCN(CCCNC(=O)c2c(C)nn(-c3ccc(F)cc3)c2-n2cccc2)CC1	-8.7
c1ccc(Cc2nnc(Nc3ccccc3)s2)cc1	3.3
Fc1ccc(Cc2noc(-c3ccc(NCC4COCCO4)nc3)n2)cc1 (stereo not given)	1.7
CN(C)C=NC1=NN(c2cccc(C(F)(F)F)c2)CC1	-0.8
Cc1ccc(NC(=O)c2nnn(CC(=O)Nc3ccc(C)c(Cl)c3)c2N)c(C)c1	-12.2
Cc1ccc(-c2ccc3ccccc3n2)cc1	-8.4
COc1ccc(C)cc1NC(=O)CSc1nc2ccccc2nc1N1CCOCC1	4.7
CC(C)C(=O)N1CCN(c2ccccc2NC(=O)CC23CC4CC(CC(C4)C2)C3)CC1	5.3

A run of entries of the results above, as a working copy:
SMILES	ROC1-CUL1 inh
COc1cc(C)c2c(=O)c(Oc3ccccc3)c(C(F)(F)F)oc2c1	3.9
CCCCN(CCCC)c1nc(Nc2ccc(OC(F)(F)Cl)cc2)nc(OCC)n1	-4.3
Cc1nc2ccc(S(=O)(=O)CCC(=O)Nc3ccc(Cl)cc3)cc2s1	2.2
O=S(=O)(c1ccc(Cl)c2ccccc12)n1cccn1	5.3
O=C(c1ccc(Cl)cc1)c1c(-c2ccccc2)cc(-c2ccc(Cl)cc2)n(-c2ccc(Cl)cc2)c1=S	-6.5
NC(=O)c1cccnc1Sc1nc2ccccc2s1	-4.4
COc1ccc(-c2nc(NC(=O)CSC(=S)N3CCOCC3)sc2C)cc1	-2.0
CCOC(=O)c1cnc2ccc(Br)cc2c1NCCN1CCOCC1	-0.3
CCN(C(=O)C1CCN(S(=O)(=O)c2cc(Br)cc3c2N(C(C)=O)CC3)CC1)c1cccc(C)c1	5.2
Cc1ccccc1-c1nn2c(=O)cc(CN3CCN(C(=O)c4ccccc4Br)CC3)nc2s1	-9.6
Cc1cc2nc(-c3ccccn3)cc(C(F)(F)F)n2n1	4.3
O=C(Nc1nc(-c2ccc3ccccc3c2)cs1)c1cc([N+](=O)[O-])ccc1Cl	-17.1
CCCN1CCN(CCCNC(=O)c2c(C)nn(-c3ccc(F)cc3)c2-n2cccc2)CC1	-8.7
c1ccc(Cc2nnc(Nc3ccccc3)s2)cc1	3.3
Fc1ccc(Cc2noc(-c3ccc(NCC4COCCO4)nc3)n2)cc1 (stereo not given)	1.7
CN(C)C=NC1=NN(c2cccc(C(F)(F)F)c2)CC1	-0.8

Following part:
SMILES	ROC1-CUL1 inh
CCOc1cc(C2CC(=O)N=C(SCC(=O)OC)C2C#N)ccc1O (stereo not given)	1.3
Cc1ccc(C)c(NC(=O)CCCN2C(=O)C(c3ccccc3)Oc3cccnc32)c1 (stereo not given)	-2.9
C=CCOc1ccc(/C=C2\SC(=S)N(c3ccc(OC)cc3)C2=O)cc1OCC	23.2
O=C(COC(=O)c1cc(=O)[nH]c2ccccc12)c1ccc(OC(=O)c2ccccc2)cc1	1.3
Cc1ccc(C=Nc2ccccc2Sc2c(C)n[nH]c2C)cc1	-5.1
O=C(c1nc2ccccc2s1)c1conc1C(=O)c1ccc(Br)cc1	-8.3
CC(=O)NN1C(=O)c2cccc3c(N(C)CCO)ccc(c23)C1=O	6.1
CC(C)CC(=O)N/N=C/c1c[nH]c2ccccc12	-1.5
O=C(Nc1ccc2nc(SCc3ccccc3)sc2c1)c1cccc(F)c1	-5.2
CN1N=C(C(=O)NC2CC(=O)N(CC3CCCCC3)C2)CCC1=O (stereo not given)	9.3
Cc1ccc(-c2nn3c(-c4ccccc4)nnc3c3ccccc23)cc1	-0.4
Cc1cc(C)cc(OCCSc2nc3ccc(NC(=O)COc4ccccc4)cc3s2)c1	-6.9
Cc1ccc(-c2nnc3c4ccccc4c(C)nn23)cc1NC(=O)c1ccccc1	3.5
CC(C)(C)c1ccc2c(c1)C1Cc3ccccc3C1N2 (stereo not given)	2.0
Cc1ncc2c(c1-c1noc(-c3c(C)nc4ccccn34)n1)CCNC2	4.6
CNC(=O)c1ccc(CN2CCCCC2)cc1	6.1
CCn1cc2nc(SCC(=O)Nc3ccccc3C(F)(F)F)n(Cc3ccc(C)cc3)c(=O)c2n1	3.4
CC(C)(C)OC(=O)N/N=C/c1csc2ccccc12	-2.5
CC(=O)CSc1nc2ccccc2s1	14.1
Cn1c(=O)c2c(=O)c([N+](=O)[O-])c(Cl)[nH]c2n(C)c1=O	2.6
O=C(Cn1c(=O)n(-c2ccccc2)c(=O)c2c3c(sc21)CCCC3)Nc1ccc(F)cc1F	1.4
Cn1c(CSc2nc(N)c3c4c(sc3n2)CCCC4)nnc1SC/C=C/c1ccccc1	2.0
CCc1ccccc1NC(=O)c1ccc2[nH]c(C)c(C)c2c1	-8.5
Cc1ccc(OCC(=O)Nc2nnc(SCC3=Nc4ccccc4C(=O)C3)s2)cc1C	4.0
COC1(OC)C(c2ccccc2)C(C#N)(S(=O)(=O)c2ccccc2)C1(OC)OC (stereo not given)	0.9
COc1ccc(NC(=O)C2CCN(S(=O)(=O)c3ccc4[nH]c(=O)ccc4c3)CC2)cc1Cl	0.7
COc1ccc(CCN2C(=O)c3oc4ccc(F)cc4c(=O)c3C2c2ccc(C(C)(C)C)cc2)cc1 (stereo not given)	-11.8
CCOC(=O)c1c(Cl)nc2cccc3c2c1-c1ccccc1C3=O	6.1
CCc1ccc(C(=O)Nc2cccc(-c3nc4cc(C(C)C)ccc4o3)c2)cc1	-12.2
Nc1c(-c2nnnn2-c2ccc3ccccc3c2)cnc2cc(Cl)ccc12	7.3
COc1ccc2c(c1)CC(C(=O)NCCN1CCN(c3ccccc3F)CC1)CO2 (stereo not given)	-3.2
C=CCOc1c(Br)cc(CNCCCN2CCOCC2)cc1OCC	-8.5
COC(=O)c1cccc(-c2cc(-c3ccccc3)cc(-c3cccc(C(=O)OC)n3)n2)n1	-3.3
CCN1CCCC1CN(CC1CCN(CCOC)CC1)C(=O)/C=C/c1ccco1 (stereo not given)	6.2
CCNS(=O)(=O)Cc1cccc(Cl)c1	10.5
O=C(c1ccc(NCC2CCOCC2)nc1)N1CCCC(c2ccccc2)CC1 (stereo not given)	-2.8
CN1C(=O)C(=Cc2ccc(OCc3ccccc3C#N)cc2)C(=O)N(C)C1=S	-2.8
O=C1CCCN1CCCC(=O)N1CCCC(CCc2cccc(F)c2)C1 (stereo not given)	2.9
CCOC(=O)C1C(C)=NC2=C(C(=O)CC(C)(C)C2)C1c1ccc2c(c1)OCCO2 (stereo not given)	-3.0
O=C(O)c1ccc2c(c1)C(=O)N(Cc1cccc(CN3C(=O)c4ccc(C(=O)O)cc4C3=O)c1)C2=O	2.5
Cc1ccc(NC(=O)c2c(C)noc2C)cc1Cl	3.5
CC(C)c1ccc(NC(=O)C2CCN(c3nc(-c4ccc(C(C)C)cc4)no3)CC2)cc1	-1.4
CCc1ccc(S(=O)(=O)N2CCN(C(=O)CC(C)(C)C)CC2)cc1	-2.2
COC(=O)c1ccccc1NC(=O)Cn1c(=O)n(CCCC(=O)NCc2ccccc2OC)c(=O)c2ccccc21	-0.8
O=C1CC(NCc2cccc3c2OCO3)CN1Cc1cccc(F)c1 (stereo not given)	7.9
O=S(=O)(Nc1ccc(F)c(Cl)c1)c1ccc(Br)s1	-0.6
Cc1cc(C(=O)Nc2ccc(C)c(F)c2)no1	1.4
Cn1cc(S(=O)(=O)c2cccc(Cl)c2)c(=O)c2cc(F)c(N3CCCCC3)cc21	-2.6
CCc1ccc(OCC(=O)Nc2cc3oc4ccccc4c3cc2OC)c(Br)c1	7.6

Source: PubChem BioAssay

Some of the compounds tested. The share of hits here may be higher or lower than overall.
